Screens from PubChem BioAssay.
PDI inh: PDI (human) enzyme inhibition; P07237; PDI insulin aggregation turbidity, A650, 90 min; inhibition, % at 10 µM; actives 0.052% (n = 350,000);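 active means mean inhibition across replicates of 30% or more, whatever share of single replicates reach that level; inconclusive means mean inhibition below 30% while every single replicate reaches 30%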;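 further: absorbance from insulin aggregation driven by PDI reduction with DTT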
Target sequence (P07237 whole entry, looked up): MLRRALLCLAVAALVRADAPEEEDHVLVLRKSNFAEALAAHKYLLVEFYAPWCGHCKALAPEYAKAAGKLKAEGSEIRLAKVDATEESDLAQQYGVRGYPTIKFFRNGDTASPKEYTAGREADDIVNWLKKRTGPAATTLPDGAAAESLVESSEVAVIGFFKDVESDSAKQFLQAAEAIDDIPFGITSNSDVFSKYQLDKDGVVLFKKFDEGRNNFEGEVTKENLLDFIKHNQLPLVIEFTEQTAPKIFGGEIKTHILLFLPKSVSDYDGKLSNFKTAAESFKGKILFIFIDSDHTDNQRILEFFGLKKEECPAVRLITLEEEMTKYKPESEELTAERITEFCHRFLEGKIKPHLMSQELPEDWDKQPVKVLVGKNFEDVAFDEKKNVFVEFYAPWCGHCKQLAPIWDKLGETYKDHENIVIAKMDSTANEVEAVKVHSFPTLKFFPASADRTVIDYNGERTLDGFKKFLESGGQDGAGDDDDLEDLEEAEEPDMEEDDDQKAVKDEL
hiPSC survival: hiPSC single-cell survival enhancement | ATPlite luminescence; 100% = ROCK inhibitor wells, 0% = DMSO | survival enhancement, % at 20 µM | actives 0.044% (n = 360,000); in the data active means survival enhancement above about 18%;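 further: cells exposed to compounds for 16 hours before the ATP read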
HIF-2a inh: blocks HIF-2a reporter activity; 786-0 RCC cells HIF-2a reporter, luciferase luminescence, overnight; inhibition, % at 18.8 µM; actives 0.72% (n = 360,000);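 active means inhibition of the luminescence signal of 40% or more relative to plate controls, in a single-dose primary screen at 18.75 µM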
CaV13 FRET inh: Primary screen for inhibitors of IQ motif and Ca2+-dependent inactivation inhibitor domain binding in CACNA1D, Förster resonance energy transfer in living cells, …. HEK cells, CFP/YFP FRET ICDI-IQ, plate reader, 10 min; percent FRET-ratio fall versus neutral wells. inhibition, % at 12.3 µM. actives 0.098% (n = 340,000). AID 743397;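 active means mean replicate inhibition of at least 30% and at least 1% of replicates passing that level; inconclusive means only one of the two criteria is met; inactive means neither criterion is met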;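 further: 0% = median of the neutral control wells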
Peg3 prom inh: reduces Peg3 promoter-driven luciferase expression in HeLa; HeLa PEG-Prom luciferase reporter, luminescence, overnight; inhibition, % at 20 µM; actives 1.7% (n = 360,000);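 active means inhibition of at least 50% at 20 µM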
Vif inh: inhibitors of HIV Vif; HEK293T cells, Vif self-association by quenched fluorescence, imaging, 24 h; inhibition, % at 7.49 µM; actives 0.35% (n = 340,000); in the data active means inhibition above about 50%, passing the limit was not always enough; inconclusive means no clear call, values can overlap the other calls; inactive means below about 31%; further: some results filed as inactive read as strong as hits
aDG glyco act: increases alpha dystroglycan glycosylation; Pro5-aDG cells, alpha-DG glycosylation AlphaScreen (IIH6); 0% Pro5, 100% B10-LARGE cell signal; activation, % at 10 µM; actives 0.22% (n = 360,000); AID 624168;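 active means activation of at least 8% versus controls, or a plate z-score of at least 8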;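 further: Pro5 are CHO cells carrying HIG-tagged alpha-DG that lacks glycosylation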
NR2E3 ag-1: human photoreceptor-specific nuclear receptor agonism; Q9Y5X4; CHO-S Gal4-NCOR/VP16-NR2E3 two-hybrid, luciferase; inhibition of corepressor binding, % at 3.98 µM; actives 0.35% (n = 360,000); AID 602229;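 active means inhibition above the mean of all tested compounds plus 3 SD, cut at about 70% in these data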;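 further: 0% = DMSO with NR2E3 transfected cells and 100% = cells lacking NR2E3 construct; higher means lower luciferase signal from less NR2E3 corepressor binding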
Target sequence (Q9Y5X4 whole entry, looked up, the tested form may be a part): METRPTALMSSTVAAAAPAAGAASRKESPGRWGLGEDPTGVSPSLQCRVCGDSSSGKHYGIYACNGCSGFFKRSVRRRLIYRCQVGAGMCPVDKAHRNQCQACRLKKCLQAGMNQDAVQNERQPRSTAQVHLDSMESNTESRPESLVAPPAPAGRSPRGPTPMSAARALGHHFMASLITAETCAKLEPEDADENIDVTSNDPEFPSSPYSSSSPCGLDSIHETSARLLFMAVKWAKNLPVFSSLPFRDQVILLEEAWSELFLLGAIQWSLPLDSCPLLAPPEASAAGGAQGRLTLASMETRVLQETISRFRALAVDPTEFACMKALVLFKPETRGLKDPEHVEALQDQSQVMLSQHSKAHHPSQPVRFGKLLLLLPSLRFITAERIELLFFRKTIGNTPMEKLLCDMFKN
Exocytosis inh: blocks lytic granule exocytosis; TALL-104 LAMP-1 surface exposure, flow cytometry; cells stimulated with thapsigargin and PMA; inhibition, % at 10 µM; actives 0.66% (n = 360,000); AID 651702;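 active means inhibition above about 55%, limit read from the data; inconclusive means no clear call, values can overlap the other calls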
NR2E3 ag-2: agonists of human nuclear receptor NR2E3 | inhibition of corepressor binding, % at 4.78 µM | Q9Y5X4 | GST-NR2E3/biotin-RetCOR TR-FRET, 1536-well | actives 0.12% (n = 320,000) | AID 2300;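 active means percent inhibition above the cutoff of mean plus 3 SD of all tested compounds, set per screening campaign, cut at about 20% in these data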;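 further: 0% = DMSO wells and 100% = biotin wells as full block of FRET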
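Material: NR2E3–RetCOR corepressor complex / Incubation: Compound–protein incubation for 5 h at 4 °C / Dosing: compound at 4.8 µM, single dose / Detection: time-resolved FRET / Benchmarks: high control biotin, low control 0.6% DMSO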
TRPM1 prom inh: reduces MITF-dependent TRPM1 promoter luciferase signal | SK-MEL-5 TRPM1 promoter luciferase, 24 h | inhibition, % at 12.5 µM | actives 0.83% (n = 330,000) | AID 488899;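 active means mean inhibition across replicates of 60% or more, whatever share of single replicates reaches that level; inconclusive means some that reach 60%, reason not given; inactive means mean inhibition across replicates below 60%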; further: values of inactives mirror those of a sister screen read the other way
* hit, by the source's call; ? = inconclusive; / = no result given; & = joins results of further samples.

SMILES | PDI inh | hiPSC survival | HIF-2a inh | CaV13 FRET inh | Peg3 prom inh | Vif inh | aDG glyco act | NR2E3 ag-1 | Exocytosis inh | NR2E3 ag-2 | TRPM1 prom inh
CCOc1ccccc1CNC(=O)c1nn(CC)cc1[N+](=O)[O-] | -2.5 | -0.6 | 11.2 | -2.4 | 0.6 | 6.8 | 0.0 | 8.5 | 0.6 | -0.9 | -5.8
NS(=O)(=O)c1ccc(NC(=O)N[C@@H](Cc2ccccc2)C(=O)O)cc1 | -4.2 | 2.4 | 5.9 | / | 8.6 | 8.5 | 0.0 | 6.6 | -2.3 | / | 6.8
CC(=O)C[C@@H](O)CC(=O)[C@H]1OC(=O)[C@H](C)CCCCc2ccccc21 | -3.6 | 2.9 | 10.8 | / | -6.2 | -1.9 | -0.1 | 0.8 | -2.8 | / | 2.7
Cc1ccc(N(CC(=O)N2CCc3ccccc3C2)S(C)(=O)=O)cc1 | 4.0 | 4.6 | 12.8 | -19.2 | 9.9 | -5.1 | 0.0 | -5.8 | -6.3 | -1.6 | 11.3
COc1cc(N)c(Cl)cc1C(=O)OCC(=O)N1CCCCCC1 | 4.5 | 0.6 | -6.4 | -6.3 | 0.1 | 0.1 | -0.3 | -17.7 | 2.7 | 4.7 | -5.3
CCCCC(=O)N(C)c1c(CC)nc2c(OCC(=O)c3ccc(Cl)cc3Cl)cccn12 | 3.1 | -0.7 | 1.8 | -6.3 | 14.0 | -8.5 | 0.6 | -24.5 | 2.5 | / | /
COc1ccc(OC)c(NC(=O)C2(C)CCN2C(=O)CCC2CCCC2)c1 (configuration not stated) | -23.1 | 0.2 | 5.5 | -5.5 | 15.9 | -6.0 | 0.7 | 6.8 | -4.5 | / | /
COC(=O)Nc1nc(-c2ccccc2)c(C(=O)c2ccc(Cl)cc2)s1 | -8.1 | 2.9 | 1.9 | / | -21.5 | ? | 0.4 | -14.4 | 9.1 | 1.5 | 34.3
OCC1CCCN(C(=S)Nc2ccc(OC(F)F)cc2)C1 (configuration not stated) | -1.2 | 1.0 | -94.2 | -4.8 | -79.1 | 1.4 | 0.2 | -15.3 | -5.1 | -1.6 | -8.1
O=C1C(=Cc2ccc(F)cc2)CCc2ccccc21 | / | -4.2 | -155.2 | -9.3 | / | / | -0.1 | -27.9 | -5.2 | / | /
O=C1OCCN1C(=O)[C@H]1[C@H](c2ccc(Cl)cc2)C(c2ccccc2)=NN1c1ccc(Br)cc1 | 2.6 | 0.3 | -11.1 | -5.3 | 24.6 | -2.1 | 0.4 | 3.8 | -2.5 | / | -2.5
Cc1nc2ccc(Cl)cc2c(-c2ccccc2)c1CC(=O)O | 13.2 | -1.1 | 17.4 | -2.3 | 1.2 | 3.1 | -0.1 | -15.3 | -1.2 | 4.8 | 6.9
CC(=O)NCCNC(=O)C1CCCCN1S(=O)(=O)c1ccccc1 (configuration not stated) | 3.3 | 1.2 | 5.1 | -4.3 | 16.6 | 4.7 | -0.1 | -36.6 | -2.1 | 2.3 | -6.7
O=C(Oc1ccc(N2C(=O)C3C4CCC(C4)C3C2=O)cc1)c1ccco1 (configuration not stated) | -2.3 | -0.5 | 10.9 | -5.3 | 10.7 | 3.4 | 0.2 | -34.5 | -11.6 | 1.9 | -9.3
CNC(=O)C1Cc2ccccc2CN1S(=O)(=O)c1ccc(OC)c(OC)c1 (configuration not stated) | 0.7 | 0.5 | 20.0 | -19.8 | -16.4 | -0.5 | -0.1 | 4.8 | 2.9 | -4.4 | 12.2

Brought forward from above: two entries; new compounds follow.
SMILES | PDI inh | hiPSC survival | HIF-2a inh | CaV13 FRET inh | Peg3 prom inh | Vif inh | aDG glyco act | NR2E3 ag-1 | Exocytosis inh | NR2E3 ag-2 | TRPM1 prom inh
O=C(Oc1ccc(N2C(=O)C3C4CCC(C4)C3C2=O)cc1)c1ccco1 (configuration not stated) | -2.3 | -0.5 | 10.9 | -5.3 | 10.7 | 3.4 | 0.2 | -34.5 | -11.6 | 1.9 | -9.3
CNC(=O)C1Cc2ccccc2CN1S(=O)(=O)c1ccc(OC)c(OC)c1 (configuration not stated) | 0.7 | 0.5 | 20.0 | -19.8 | -16.4 | -0.5 | -0.1 | 4.8 | 2.9 | -4.4 | 12.2
O=C(COC(=O)CCN=C1NS(=O)(=O)c2ccccc21)NC1CCCCCCC1 | 5.2 | 0.0 | 7.3 | -2.2 | 0.2 | -4.0 | 0.2 | -10.7 | -1.6 | 2.5 | -1.9
C[C@@H]1CN([C@@H](C)CO)C(=O)Cc2cc(NC(=O)C3CCCCC3)ccc2O[C@H]1CN(C)S(=O)(=O)c1ccccc1 | 0.1 | 0.6 | 15.0 | -12.6 | 6.6 | 10.9 | 0.2 | -6.5 | 15.6 | / | 8.8
CCOC(=O)N1CCN(S(=O)(=O)c2cn(C)c(=O)n(C)c2=O)CC1 | -5.5 | -0.4 | 8.3 | -5.5 | 4.8 | / | -0.1 | -9.9 | 0.4 | 2.4 | -10.3
CC(C)C(=O)NC(=S)Nc1nnn(C)n1 | -11.9 | -1.5 | 9.9 | -4.7 | -6.3 | -3.6 | -0.1 | -6.6 | -2.7 | 0.4 | 12.2
COc1cccc(-c2cc(C(F)(F)F)n3nc(C(=O)N4CCCCC4c4cccnc4)cc3n2)c1 (configuration not stated) | -1.0 | 0.5 | -32.4 | 0.9 | -7.4 | -10.4 | 0.4 | -9.9 | -0.7 | 2.0 | -0.2
O=C(Nc1ccc(Cl)cc1)[C@@H]1[C@@H]2C(=O)N(c3ccc(Cl)cc3)C(=O)[C@@H]2[C@H]2C=CC=NN21 | -0.9 | -1.4 | -8.3 | / | 1.7 | 11.4 | 0.2 | -24.3 | 1.2 | 3.9 | 18.6
CC1=Nc2nc(N3CCCCC3)c(C#N)c3c4c(nc(c23)N1)N(c1ccc(C(C)C)cc1)C(=O)C4 | -11.4 | 1.4 | 3.3 | -2.9 | 35.2 | -1.3 | 0.2 | 1.5 | 0.3 | 7.0 | 5.7
CN1CCN(S(=O)(=O)c2ccc(NCc3ccc4c(c3)OCO4)nc2)CC1 | 0.5 | 0.0 | 12.0 | -6.0 | 6.9 | 3.3 | 0.1 | -16.7 | -6.5 | 0.9 | 3.0
Cn1ccnc1CN1CCCCC1C(=O)Nc1ccc(Oc2cccnc2)cc1 (configuration not stated) | 8.2 | -0.3 | 8.0 | -5.4 | 18.3 | -8.3 | -0.3 | -24.1 | 4.8 | -0.1 | 25.9
O=C(c1ccc2nccnc2c1)N1CCN(c2ccccc2)CC1 | -14.8 | 0.3 | -19.9 | -5.6 | -6.2 | -12.1 | 0.2 | -36.3 | 2.1 | 2.8 | -21.1
O=C1CC(N2CCN(S(=O)(=O)c3ccc([N+](=O)[O-])cc3)CC2)C(=O)N1c1ccccc1F (configuration not stated) | 4.2 | -0.3 | -4.2 | -4.8 | -0.8 | -3.1 | 0.4 | -13.8 | 2.4 | 3.2 | -6.4
CC(C)c1cc(-c2cc(C(=O)NCc3ccccc3)on2)nc(NC2CCCC2)n1 | -2.0 | -1.6 | 19.0 | -3.2 | 48.1 | -3.4 | 0.0 | 18.1 | 0.7 | -0.4 | 2.6
C(=N\Nc1nc2ccccc2[nH]1)/c1ccccn1 | -51.6 | -2.8 | 73.4* | 6.0 | 85.9* | -0.5 | 0.7 | -75.5 | -0.7 | / | 83.2*
COc1cc(S(=O)(=O)NC2CCCC2)c(OC)cc1C | -0.9 | 1.5 | 13.4 | -5.7 | -13.3 | -6.7 | -0.2 | -20.2 | -3.1 | 0.4 | -2.1
CC(=O)c1ccc(NC(=O)C(C)n2c3ccccc3c3nc(=O)cc(C)n32)cc1 (configuration not stated) | -5.7 | -0.3 | 5.0 | -2.2 | -15.6 | -2.5 | -0.2 | -25.0 | 4.5 | 1.1 | -0.7
Cc1c(C(=O)N2CCCCCC2)c(S(=O)(=O)Nc2ccccc2F)c(C)n1C | 0.1 | -0.3 | 6.5 | -4.6 | -7.7 | 6.1 | 0.6 | 2.5 | -7.0 | -2.4 | -3.3
CC1CCCCN1C(=O)C(=O)c1cn(CC(=O)N2CCCC2)c2ccccc12 (configuration not stated) | -2.1 | -0.1 | 19.9 | -5.1 | 6.1 | -2.1 | -0.1 | 9.5 | -2.9 | 3.5 | 8.7
O=c1[nH]c2ccccc2nc1Cc1ccccc1 | -2.8 | -0.7 | 10.2 | -4.8 | 0.1 | 4.8 | -0.2 | -4.5 | -0.8 | -0.6 | -2.7
CN(C)CC/C=C1/c2ccccc2Sc2ccc(Cl)cc21 | 1.1&3.6 | -2.2&-0.6 | -3.9&-123.8 | -5.4&-4.3 | -3.6&-48.5 | -4.2&9.9 | -0.3&0.0 | -10.6&2.7 | 6.6&3.7 | 1.9&-2.7 | -1.8
CCN(CC)C(=O)CSc1nnc(C2CCCCC2)o1 | 3.4 | 0.6 | -19.3 | -3.1 | -29.3 | 21.7 | 0.1 | 7.9 | 2.5 | 1.9 | -21.5
COCC1CCN(C(=O)C2CCC(=O)N(CCc3ccc(Cl)cc3)C2)CC1 (configuration not stated) | 0.0 | 0.7 | 1.2 | -2.5 | -1.1 | -4.7 | -0.1 | -23.2 | -13.8 | 0.9 | 3.6
O=C1Nc2cc(C(F)(F)F)ccc2N2CCCCC12 (configuration not stated) | -5.7 | -0.1 | -3.4 | -2.7 | 8.5 | -8.2 | 0.0 | -8.5 | -5.4 | 1.1 | 18.5
Brc1ccc(-c2cn3ccccc3n2)cc1 | -2.1 | -0.9 | -201.1 | -5.9 | -217.6 | -9.4 | 0.4 | -148.0 | 4.7 | 3.1 | -15.8
O=C(NCc1cccnc1)c1cccc2c1C(=O)N(Cc1cccnc1)C2 | 16.0 | -0.8 | 16.4 | -5.1 | 10.0 | 12.8 | 0.0 | -1.7 | -3.0 | 0.3 | 14.7
O=C1COc2ccc(C(=O)COC(=O)c3ccccc3Cl)cc2N1 | -9.8 | -1.6 | -19.5 | -9.5 | -53.7 | -10.1 | -0.2 | 26.8 | 4.0 | / | -9.3
Cc1ccc(/C=C/C(=O)OCC(=O)Nc2ccccc2Sc2ccccc2)cc1 | 3.6 | 0.4 | 15.0 | -19.5 | -14.4 | 13.2 | -0.2 | 8.1 | -0.8 | -3.3 | 7.9
COc1cc(/C=N/NC(=O)CCN2CCN(c3ccccc3)CC2)cc(OC)c1OC | 4.9 | 0.3 | 6.0 | 6.5 | 6.2 | -2.1 | -0.1 | 0.0 | 4.8 | 2.4 | -2.8
Cc1ccc(NC(=S)Nc2ccc(Cl)c(Cl)c2)c(OC(F)F)c1 | 6.4 | 5.7 | -25.4 | -2.3 | 16.3 | -8.5 | 0.1 | -6.0 | -8.5 | -2.9 | -0.5
Cc1ccc(NC(=O)Nc2cnccn2)cc1 | -8.4 | -0.3 | -195.0 | / | -350.7 | / | 0.1 | -58.8 | -3.9 | 6.9 | -53.5
